Screening results (PubChem)
LMP1 NFkB inh – Epstein-Barr LMP1 NF-kappaB reporter inhibition | LMP1-induced NF-kappaB luciferase reporter cells, luminescence | inhibition, % at 12.5 µM | 350,000 tested, 0.69% active; in the data active = inhibition above about 41%;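 also: 0% = neutral control wells and 100% = reference inhibitor control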
COUP-TFII inh – blocks human COUP-TFII nuclear receptor; P24468; HEK293T NGFI-A luciferase reporter, luminescence; inhibition, % at 8.6 µM; 370,000 tested, 0.7% active;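 active = inhibition above a per-plate cutoff, mean inhibition of test wells between control levels plus 3 SD, cut at about 38% in these data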;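 also: cells cotransfected with COUP-TFII expression vector driving the NGFI-A reporter; 0% = median of COUP-TF2 test wells and 100% = reporter-only cells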
NR5A2 inv ag – NR5A2 inverse agonism in reporter assay; HEK293T StAR-luciferase reporter, LRH-1 transfected, 24 h; inhibition, % at 3.6 µM; 360,000 tested, 0.13% active; AID 602396; O00482;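 active = inhibition above the mean inhibition of all tested compounds plus 3 SD, cut at about 73% in these data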;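 also: 0% = DMSO wells and 100% = reporter-only cells lacking LRH-1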
NCOA1 inh – human NCOA1 inhibition; Q15788; HEK293 GAL4-SRC1 luciferase reporter, luminescence; inhibition, % at 3.6 µM; 360,000 tested, 0.12% active;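 active = inhibition above the campaign mean plus 3 SD, with each screening campaign given its own cutoff, cut at about 60% in these data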;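 also: 0% = DMSO treated cells and 100% = gossypol at 36 µM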
TROY signal inh – blocks TROY-dependent signaling in reporter cells; Q293 LMP1-TROYcd NF-kB luciferase reporter, 4 h; inhibition, % at 10 µM; 360,000 tested, 0.98% active; AID 1347056;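 active = compounds whose plate-normalised and pattern-corrected inhibition of the luciferase reporter signal at the single screening dose is 50% or more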
SRC2 inh – inhibits human steroid receptor coactivator 2 | Q15596 | HEK293 GAL4-SRC2 luciferase reporter, luminescence | inhibition, % at 9 µM | 370,000 tested, 0.17% active | AID 651957;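 active = inhibition above the mean inhibition of all tested compounds plus 3 SD, set per campaign, cut at about 52% in these data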;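 also: 0% = DMSO treated cells and 100% = cells given Gossypol at 36 µM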
SRC3 inh – inhibitors of human steroid receptor coactivator 3 (SRC3) | HEK293 GAL4-SRC3 luciferase reporter, luminescence | inhibition, % at 3.6 µM | 360,000 tested, 0.17% active | Q9Y6Q9;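 active = inhibition above a per-campaign cutoff, the mean of all compounds plus 3 SD, cut at about 60% in these data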;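 also: 0% = DMSO-treated cells and 100% = gossypol-treated cells at 36 µM; higher means less SRC3-driven luciferase light from the GAL4 reporter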
NOD2 RIPK2 PPI – inhibitors of human NOD2-RIPK2 interaction. O43353. CHO BLA complementation NOD2-RIPK2, CCF4 ratio. inhibition, % at 4.98 µM. 360,000 tested, 0.38% active. AID 624267; in the data active = inhibition above about 21%;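 also: 0% = vehicle only and 100% = reference blocker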
Vif imaging – blocks HIV Vif function | HEK293T cells, Vif self-association by quenched fluorescence, imaging, 24 h | AID 602346 | 340,000 tested, 0.35% active | inhibition, % at 7.49 µM; in the data active = inhibition above about 50%, passing the limit was not always enough; also: some results filed as inactive read as strong as hits
TLR9-MyD88 block – inhibitors of human TLR9-MyD88 binding; Q9NR96+Q99836; CHO BLA complementation TLR9-MyD88, CCF4 FRET ratio; inhibition, % at 4.98 µM; 340,000 tested, 0.21% active; AID 504734;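 active = inhibition above the mean over all tested compounds plus 3 SD, cut at about 21% in these data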;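 also: 0% = DMSO only wells and 100% = clavulanate BLA inhibitor control wells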
Target sequence (Q99836 whole entry, looked up): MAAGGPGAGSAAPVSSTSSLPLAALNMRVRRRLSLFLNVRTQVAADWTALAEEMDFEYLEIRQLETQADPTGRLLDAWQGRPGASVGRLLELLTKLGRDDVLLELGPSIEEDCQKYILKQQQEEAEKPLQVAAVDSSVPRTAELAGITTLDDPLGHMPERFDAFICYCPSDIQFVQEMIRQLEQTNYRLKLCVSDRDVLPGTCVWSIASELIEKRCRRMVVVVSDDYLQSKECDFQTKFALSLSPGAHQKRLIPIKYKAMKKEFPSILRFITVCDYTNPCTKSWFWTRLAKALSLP
Target sequence (Q9NR96 whole entry, looked up): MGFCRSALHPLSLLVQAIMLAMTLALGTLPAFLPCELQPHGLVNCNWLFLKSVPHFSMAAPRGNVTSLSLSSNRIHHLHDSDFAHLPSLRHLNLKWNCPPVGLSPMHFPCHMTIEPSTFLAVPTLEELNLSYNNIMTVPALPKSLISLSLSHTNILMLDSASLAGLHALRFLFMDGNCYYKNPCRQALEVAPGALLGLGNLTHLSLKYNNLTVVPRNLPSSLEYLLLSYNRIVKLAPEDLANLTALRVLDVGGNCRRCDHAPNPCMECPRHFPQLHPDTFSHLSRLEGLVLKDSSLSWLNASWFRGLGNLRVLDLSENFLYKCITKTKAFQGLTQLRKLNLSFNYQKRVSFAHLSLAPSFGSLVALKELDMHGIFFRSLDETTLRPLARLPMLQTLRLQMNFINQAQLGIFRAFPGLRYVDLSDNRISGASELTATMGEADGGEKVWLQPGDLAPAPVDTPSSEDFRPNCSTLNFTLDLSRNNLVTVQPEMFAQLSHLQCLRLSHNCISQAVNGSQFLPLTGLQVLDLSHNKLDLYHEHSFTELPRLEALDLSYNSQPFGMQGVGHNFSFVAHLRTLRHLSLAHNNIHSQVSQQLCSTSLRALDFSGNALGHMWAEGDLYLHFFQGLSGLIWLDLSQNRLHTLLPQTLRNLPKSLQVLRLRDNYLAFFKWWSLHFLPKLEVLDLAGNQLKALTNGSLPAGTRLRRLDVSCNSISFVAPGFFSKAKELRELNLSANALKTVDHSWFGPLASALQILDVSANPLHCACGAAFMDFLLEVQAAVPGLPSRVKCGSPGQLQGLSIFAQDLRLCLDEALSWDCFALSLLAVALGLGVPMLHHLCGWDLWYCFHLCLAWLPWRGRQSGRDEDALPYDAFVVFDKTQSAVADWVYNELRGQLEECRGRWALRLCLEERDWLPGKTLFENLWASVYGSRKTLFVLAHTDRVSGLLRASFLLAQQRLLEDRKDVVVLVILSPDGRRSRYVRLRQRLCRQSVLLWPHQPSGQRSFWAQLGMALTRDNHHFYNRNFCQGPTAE
C8 TRAIL sens – sensitizes caspase-8 expressing cells to TRAIL | NB7+C8 cells + TRAIL, ATPlite viability luminescence | inhibition (viability loss, TRAIL sensitization), % at 10 µM | 360,000 tested, 1% active;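 active = compounds causing at least 50% loss of cell viability in the single-dose screen, relative to plate controls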
An asterisk follows results filed as active; · = no result given. This is a subset; rates above refer to the full screens.

canonical_smiles	LMP1 NFkB inh	COUP-TFII inh	NR5A2 inv ag	NCOA1 inh	TROY signal inh	SRC2 inh	SRC3 inh	NOD2 RIPK2 PPI	Vif imaging	TLR9-MyD88 block	C8 TRAIL sens
O=c1[nH]c2ccc(NS(=O)(=O)c3ccc4ccccc4c3)cc2[nH]1	-23	2	14	16	-2	-4	11	0	-7	-2	4
CCc1cc2c(SCC(=O)c3ccccc3)ncnc2s1	0	-33	-51	-69	-60	-11	-34	4	·	4	11
COC(=O)c1ccc(CSc2ccc(S(=O)(=O)N3CCCCC3)cn2)cc1	1	-20	1	-6	7	24	-3	-2	1	-3	6
CCOC(=O)c1c(NC(=O)COC(=O)CCOc2ccc(OCC)cc2)sc(C(=O)N(C)C)c1C	-3	·	17	-6	-1	·	4	-2	18	-11	-14
COc1ccccc1N1CCN(C2CCN(C(=O)c3cccc(F)c3)CC2)CC1	-6	3	27	13	-8	10	1	-3	5	1	-4
O=C(c1c(F)c(F)c(F)c(F)c1F)N1CCN(c2cccc(C(F)(F)F)c2)CC1	12	-9	45	5	4	5	16	-4	37	13	6
Cc1ccc(N2C(=O)N(CC(=O)N(C)Cc3ccccc3)C(=O)C2C)cc1 (centres undefined)	4	-7	-7	13	-1	6	6	-13	·	3	10
Cc1[nH]nc2c1C1(C(=O)N(Cc3ccc(Cl)cc3)c3ccccc31)C(C#N)=C(N)O2 (centres undefined)	-11	0	10	0	15	18	2	4	-28	-8	-2
COc1ccccc1/C=C(\C#N)C(=O)Nc1ccc(S(N)(=O)=O)cc1	0	13	9	-6	-4	2	-23	-1	4	0	0
CCCn1c(SCc2nc(-c3cccs3)no2)nnc1-c1ccncc1	-4	21	-36	-1	18	12	5	1	22	5	18
Cc1ccc(Nc2nc(CSc3nnnn3C)cs2)cc1	-35	-54	-77	-106	33	-111	-48	-11	-18	1	51*
CCc1cc(-c2ccc3c(c2)COc2c4ccccc4nn2-3)on1	-4	-26	-148	-147	29	-65	-137	-17	-5	0	44
CCOc1ccc(-c2nnc3ccc(SCC(=O)NCc4ccco4)nn23)cc1	7	10	28	28	6	-3	1	2	·	-3	0
Cc1nnc(SCC(=O)c2ccc(Br)cc2)s1	-5	-10	-1	-10	-28	-7	5	-1	-4	6	-3
NC(=O)c1cc2c(s1)-c1cc(Cl)ccc1SC2	-5	6	-6	-5	1	-16	20	14	-10	-8	19
Cc1ccccc1Nc1c(-c2ccccn2)nc2ccccn12	-2	18	-7	-18	29	-16	-2	-6	-4	6	-1
C=CCn1c(SCCOC)nc2c1c(=O)[nH]c(=O)n2C	-6	-7	18	2	-2	-10	1	-8	21	-1	24
Cc1nc(N(C)Cc2ccccc2)c2nnn(Cc3ccccc3)c2n1	-5	-48	-3	-9	1	5	2	-1	-9	3	1
O=[N+]([O-])c1cc(CN2CCCC2)ccc1Sc1ccc(Cl)cc1	-11	2	11	-17	-56	3	-4	1	1	7	11
COc1ccc(C2(c3ccc(OC)cc3)NC(=O)N(CC(=O)Nc3ccc(N4CCOCC4)cc3)C2=O)cc1	-7	-11	-17	8	-8	-13	20	-5	-16	4	-25
CCc1nnc(NC(=O)c2cccc(NC(=O)C(C)C)c2)s1	-12	-31	-66	-56	-14	-27	-56	1	-8	0	-2
Cc1cc(=O)oc2cc(OCC(=O)N3CCN(C(=O)c4ccco4)CC3)ccc12	0	-10	13	0	14	14	2	8	8	9	-2
C=C(Cl)COc1ccc2c(CCCC)cc(=O)oc2c1	5	-18	-28	-2	-51	-18	-6	1	0	-5	5
Cc1ccc(OCCC(=O)Nc2ccc3c(c2)OCCCO3)cc1	2	-16	-24	-10	-42	-31	-6	5	-1	-3	15
COc1cccc(Nc2nc(-c3sc(NC(=O)c4ccco4)nc3C)cs2)c1	9	-5	-11	-1	-14	-1	-32	-20	1	0	4
COCCn1c(SC(C)C(=O)Nc2ncc(Cl)cc2Cl)nc2ccccc21 (centres undefined)	-7	-40	-3	-36	2	3	-84	3	0	-5	24
O=C(Nc1ccccc1)c1ccc(Br)c(S(=O)(=O)Nc2ccccn2)c1	4	2	12	-13	-11	-19	-27	-5	1	6	11
O=C(Nc1ccc(-c2ccco2)cc1)C1CCCN(Cc2ccco2)C1 (centres undefined)	0	1	-31	-22	-3	0	7	6	5	-1	-9
O=C(Cc1ccccc1[N+](=O)[O-])NCC(O)c1ccc2c(c1)OCO2 (centres undefined)	-3	-5	-5	-14	-1	-11	-9	-8	0	-3	-25
CCN(CC)C(=O)c1[nH]cnc1C(=O)N[C@@H](CCCCNC(=O)OC(C)(C)C)C(=O)OC(C)(C)C	10	-1	-8	7	1	-3	33	2	14	-2	-4
Cc1onc(-c2ccccc2)c1C(=O)OCC(=O)N1CCCCC1	-6	-12	18	7	11	-10	11	-12	·	-7	-4
COC(=O)[C@@]1(Cc2ccc(OC)cc2)[C@H]2c3cc(C(=O)N4CCCC4)n(Cc4ccc(OC(F)(F)F)cc4)c3C[C@H]2CN1C(=O)c1ccccc1	·	-4	26	·	-2	15	·	-5	·	·	19
CCOC(=O)C1(C)NC(c2cc(OC)c(OC)c(OC)c2)C2C(=O)N(CC)C(=O)C21 (centres undefined)	-4	10	-13	2	5	0	5	12	16	1	-7
CC1(C)C(=O)Nc2ccccc2N1C(=O)COC(=O)Cc1ccccc1F	2	5	-16	2	-16	-2	-9	2	6	-4	8
CC(C)=CCC/C(C)=C/COc1ccc2ccc(=O)oc2c1	-8	5	28	1	-43	-2	2	0	14	-14	2
COc1c([N+](=O)[O-])cc(C(=O)NNC(=O)c2ccc(C)cc2)cc1[N+](=O)[O-]	9	8	8	-33	10	12	9	-8	-4	4	9
O=C(CN1C(=O)c2ccccc2S1(=O)=O)NCCSc1ccccc1	8	9	2	1	-28	-6	-14	7	11	4	-2
COc1ccccc1C(=O)NCC(=O)NC(C)c1ccc(-n2ccnc2)cc1 (centres undefined)	15	-4	-14	-5	11	12	-1	-17	2	-16	-2
CCc1ccc(-c2cc(C(=O)Nc3ccc(S(=O)(=O)NC(C)=O)cc3)c3ccccc3n2)cc1	-4	-12	-60	2	-64	-25	-4	-16	-15	-6	28
Cc1ccc(N(CC(=O)NCC2CCCO2)C(=O)CCC(=O)Nc2cc(C)on2)cc1 (centres undefined)	-6	7	10	13	7	-11	-16	-16	5	-9	-16
N#CC1(NC(=O)CN2C(=O)c3ccc([N+](=O)[O-])cc3C2=O)CCCCC1	-3	-14	3	0	2	18	12	-3	25	0	4
CS(=O)(=O)c1ccccc1-c1nnc(NC(=O)c2cccc(N3C(=O)CCC3=O)c2)o1	3	-4	2	2	-8	-17	-17	-5	-6	5	-7
C/C(=N\NC(=O)Cn1nc(C)c([N+](=O)[O-])c1C)c1ccco1	6	14	-11	-10	28	-28	2	-3	-17	-15	10
COCCCNCCCCOc1ccc(Br)cc1C	-2	5	-10	-10	5	-17	23	3	-1	-3	-2
Cc1ccc(Cn2nnc3c(=O)n(CC(=O)N4CCN(c5ccccc5)CC4)cnc32)cc1	10	17	16	-10	20	-26	17	-1	-2	-1	-16
CC(=O)c1c(CSc2ccccc2)oc2ccc(O)c(CN(C)C)c12	-3	8	9	6	-19	2	10	-12	-2	-1	3
CSc1ccc(CCNC(=O)CCc2nnc3ccc(N4CCCC4)nn23)cc1	-2	3	-9	-10	-5	0	-3	-4	9	3	-8
Cc1ccc([N+](=O)[O-])cc1NC(=O)CSc1nnc(C)n1CC1CCCO1 (centres undefined)	-10	1	-9	17	0	-12	14	-6	1	2	1
C=CCn1c(SCC(=O)N2CCN(c3ccccc3)CC2)nc2c([nH]c3ccccc32)c1=O	-16	6	33	-5	-6	0	-2	-2	-11	3	10
O=S(Cc1ccc(Br)cc1)Cc1nnc(SCc2ccc(Br)cc2)n1-c1ccccc1 (centres undefined)	12	44*	38	11	1	7	29	4	2	4	30
CCCn1c(N)c(N(CCOC)C(=O)CSc2cc(C)c3ccccc3n2)c(=O)[nH]c1=O	0	-31	10	10	-10	-20	-23	5	7	2	-5
Cc1cc([N+](=O)[O-])ccc1NCc1ccccc1	2	·	30	2	4	·	13	-3	-10	-6	11
O=C(CSc1nc2ccccc2s1)N/N=C/c1ccccc1C(=O)O	-11	43*	24	-5	82*	22	17	-5	·	4	-4
CCOC(=O)c1ccc(-c2ccc(/C=C(\C#N)C(=O)NCc3cccs3)o2)cc1	-9	6	-15	-7	-4	9	-8	1	-10	-3	-4
CC(/C=C/c1ccco1)=N\NC(=O)C(O)c1ccccc1 (centres undefined)	-4	2	3	-15	7	-29	-10	13	-5	-2	-5
CNC(=O)c1ccsc1NC(=O)C1CCN(S(=O)(=O)c2ccc(Cl)s2)CC1	-6	-5	0	5	4	-12	13	-7	-3	-4	19
COc1cccc(CN2CC(C(=O)NCc3ccc(C)c(F)c3)CCC2=O)c1 (centres undefined)	3	12	8	-2	15	-29	-5	-4	-12	-6	-17
COC(=O)c1[nH]c2ccc(F)cc2c1NS(=O)(=O)c1ccc(OC)cc1OC	-6	18	1	-5	-5	4	2	-6	2	-2	-23
COc1ccc(Cl)cc1Cn1c(C)c(C(=O)NCc2ccccc2C(F)(F)F)sc1=O	·	-13	9	10	4	9	12	-7	0	·	14
O=C(C[C@@H]1C[C@@H]2c3cc(NC(=O)C4CCOCC4)ccc3O[C@@H]2[C@H](CO)O1)NCc1ccccn1	0	-20	15	0	2	-2	-21	-8	2	9	2

(continued)
canonical_smiles	LMP1 NFkB inh	COUP-TFII inh	NR5A2 inv ag	NCOA1 inh	TROY signal inh	SRC2 inh	SRC3 inh	NOD2 RIPK2 PPI	Vif imaging	TLR9-MyD88 block	C8 TRAIL sens
CCOc1ccccc1NC(=O)Cn1c(=O)oc2cc(Cl)ccc21	-6	14	-10	11	-2	-2	-18	-2	·	-10	-19
O=S(=O)(Cc1ccccc1Cl)Nc1ccccn1	-15	7	9	23	3	18	23	-2	·	-1	11
CN(CC(=O)Nc1ccccc1Cl)C(=O)CSc1nnc(-c2ccco2)n1C	-2	13	-23	18	-6	-11	4	-2	-2	-7	-8
Cc1ccc(CNC(=O)c2ccc(N3CCC4(CC3)CC(c3ccccc3)=NO4)c(NC(=O)c3c(Cl)cccc3Cl)c2)cc1	1	0	-3	6	0	-1	-10	6	·	-4	-8
CS(=O)(=O)c1ccc(C(=O)OCC(=O)NNC(=O)COc2ccc(Cl)cc2)cc1	-1	7	-14	-17	-1	-18	-17	-5	2	-9	7
O=C(C#Cc1ccccc1)NCc1ccccc1F	11	0	-5	-17	-27	-2	-1	7	6	-10	11
O=C(NC(=S)Nc1ccc2c(c1)OCCO2)c1ccccc1F	-13	-35	-168	-116	-34	-28	-84	0	-3	7	23

Two compounds from above, reduced to LMP1 NFkB inh, C8 TRAIL sens and TLR9-MyD88 block:
structure	LMP1 NFkB inh	C8 TRAIL sens	TLR9-MyD88 block
O=C(NC(=S)Nc1ccc2c(c1)OCCO2)c1ccccc1F	-13	23	7
CN(CC(=O)Nc1ccccc1Cl)C(=O)CSc1nnc(-c2ccco2)n1C	-2	-8	-7
